Source: PubChem BioAssay
Nrf2 block: Nrf2 pathway inhibition; A549 ARE-Fluc reporter, luciferase luminescence, 18-24 h; 360,000 compounds, 2.1% hits; Potency, µM (series often up to 46 µM), inactives show top-dose activity change, negative = inhibition, actives largely listed as inhibitors; further: potency means the concentration at half of the fitted maximal effect; on the % scale 0 is the no-effect control and ±100 the full control effect; nearly all actives have a fitted effect of over 60% in size
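A549 ARE_Fluc cells, 5000/well, 5% FBS OPTI-MEM; compounds in dose-response, 18-24 h at 37 °C/5% CO2; CellTiter-Fluor viability read (Ex 405/Em 525), then BugLite luciferase luminescence = Nrf2 activity.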
HepG2 viability: counter-screen for TGF-b inhibitors: cytotoxicity in HepG2 cells. 410,000 compounds, 0.76% hits. AID 588856. Potency, µM (highest dose often 46.1 µM), for the others: top-dose activity change, negative = cytotoxicity, hits mostly cytotoxic. HepG2 CAGA-GFP viability, ATP luminescence, 18 h; further: potency means the concentration at half of the fitted maximal effect; some results filed as inactive show a strong effect at the top dose
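CellTiter-Glo luminescence gave cytotoxicity after 18 hours at 37 degrees C. The cells were HepG2 CAGA-GFP in 1% FBS DMEM, stimulated with 500 pg/mL TGF-beta after compound addition. %Activity was normalised to no-cell wells (complete cell-killing) and DMSO (no toxicity), and curves were fitted and classified.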
A549 tox: kills or reduces viability of A549 cells in Nrf2 counter-screen | Potency, µM (doses to about 46 µM), for inactives: top-dose activity change, negative = cytotoxicity, hits mostly inhibitors | AID 504648 | 390,000 compounds, 0.16% hits | A549 ARE-Fluc cells, CellTiter-Fluor viability, 18-24 h; further: potency means the concentration at half of the fitted maximal effect; on the % scale 0 is the no-effect control and ±100 the full control effect
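A549 ARE-Fluc cells in 5% FBS OPTI-MEM, 5000 cells/well, rested 2 h then exposed to compounds in concentration-response for 18-24 h at 37 °C. Viability by CellTiter-Fluor fluorescence (Ex 405/Em 525) after 30 min; luciferase luminescence (BugLite, 15 min, RT) read afterwards.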
Nrf2 ARE act: activators of Nrf2 (ARE) signaling. 410,000 compounds, 0.31% hits. AREc32 ARE-luciferase reporter (MCF7-derived line), luminescence, 24 h. Potency, µM (titrated, usually from 46.1 µM), inactives show top-dose activation, actives largely listed as activators; further: potency means the concentration at half of the fitted maximal effect; % of control where 0% means no effect; nearly all actives have a fitted effect of over 65% in size
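Steps: seed AREc32_Fluc cells (1000/well, 5% FBS OPTI-MEM); incubate overnight at 37 deg C; add 23 nL compound; incubate 24 hr; add Steady-Glo; hold 30 min RT; read luminescence.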
TGFb SMAD3 inh: inhibitors of TGF-b signaling; Potency, µM (doses to about 46.1 µM), for the others: at the highest dose activity, negative = inhibition, most hits filed as inhibitors; 410,000 compounds, 1.2% hits; HepG2 CAGA-GFP TGF-b/SMAD3 reporter, GFP fluorescence, 18 h; TGF-beta stimulated, 500 pg/mL final; AID 588855; further: potency means the concentration at half of the fitted maximal effect; on the % scale 0 is the no-effect control and ±100 the full control effect; nearly all actives have a fitted effect of over 65% in size
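HEPG2 CAGA-GFP reporter cells (1000/well, DMEM with 1% FBS) received compounds, then recombinant TGF-beta at 500 pg/mL final for 18 hours at 37 degrees C. Per-cell GFP summed per well was normalised to unstimulated and stimulated DMSO controls before curve fitting.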
EPAC2 ag: EPAC2 (human) agonism | Q8WZA2 | EPAC2 activation, biochemical qHTS; response scale: 100% = 6.5 mM cAMP response | Potency, µM (series often up to 154 µM), for inactives: at the highest dose activation, usual class: activators | 360,000 compounds, 0.079% hits | AID 720711; further: potency means the concentration at half of the fitted maximal effect; nearly all actives have a fitted effect of over 50% in size
Target sequence (Q8WZA2 whole entry, looked up): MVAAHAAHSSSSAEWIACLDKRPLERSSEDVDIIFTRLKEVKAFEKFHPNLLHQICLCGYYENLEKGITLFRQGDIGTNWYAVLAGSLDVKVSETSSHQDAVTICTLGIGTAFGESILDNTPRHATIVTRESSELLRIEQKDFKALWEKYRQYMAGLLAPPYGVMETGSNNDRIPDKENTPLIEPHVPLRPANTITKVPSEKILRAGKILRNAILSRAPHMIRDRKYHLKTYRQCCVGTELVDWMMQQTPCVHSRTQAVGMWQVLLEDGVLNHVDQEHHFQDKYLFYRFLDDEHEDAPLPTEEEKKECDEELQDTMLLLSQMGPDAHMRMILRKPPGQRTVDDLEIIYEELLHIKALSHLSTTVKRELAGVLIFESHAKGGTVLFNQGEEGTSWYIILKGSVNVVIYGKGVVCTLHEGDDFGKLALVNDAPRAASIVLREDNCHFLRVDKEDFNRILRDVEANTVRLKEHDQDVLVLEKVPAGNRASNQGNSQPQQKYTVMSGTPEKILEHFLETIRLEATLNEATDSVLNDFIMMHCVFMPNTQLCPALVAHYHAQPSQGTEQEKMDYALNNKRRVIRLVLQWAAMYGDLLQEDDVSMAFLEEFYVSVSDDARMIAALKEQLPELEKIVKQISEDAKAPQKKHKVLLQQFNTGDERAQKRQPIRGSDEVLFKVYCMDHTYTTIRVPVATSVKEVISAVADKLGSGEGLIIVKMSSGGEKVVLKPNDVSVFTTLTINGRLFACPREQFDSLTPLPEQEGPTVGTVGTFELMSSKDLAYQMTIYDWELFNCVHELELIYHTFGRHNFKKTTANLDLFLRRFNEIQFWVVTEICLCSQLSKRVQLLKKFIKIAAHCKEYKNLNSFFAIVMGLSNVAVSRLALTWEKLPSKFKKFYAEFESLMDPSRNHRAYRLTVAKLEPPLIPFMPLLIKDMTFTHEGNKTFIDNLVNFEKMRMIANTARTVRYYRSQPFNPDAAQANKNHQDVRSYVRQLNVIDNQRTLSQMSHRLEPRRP
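Guanine nucleotide exchange by EPAC2 is measured as reduced fluorescence of BODIPY-GDP once it is released from 250 nM Rap1B. Plates are read kinetically for 30 min at room temperature; results are scaled to 6.5 mM cAMP.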
ATXN viability: cell viability loss in ATXN counter-screen; 400,000 compounds, 0.49% hits; S2 cells (HEK-293 line with an ATXN2-luciferase reporter) viability, CellTiter-Fluor protease fluorescence, 24 h; Potency, µM (series often up to 56.7 µM), most hits filed as cytotoxic; further: potency means the concentration at half of the fitted maximal effect; nearly all actives have a fitted effect of over 40% in size
IL-2 act: activates IL-2 in a cell-based reporter assay; IL-2 activation reporter assay, cell-based qHTS; stimulated with anti-CD3/CD4/CD28 beads; in transgenic mouse T cells; activation, % (series mostly up to about 46 µM); 360,000 compounds, 0.065% hits; in the data active means activation above about 50%; inconclusive means mostly about 30% to 49%; further: 0% is about no effect
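Unstimulated transgenic mouse T cells, 750 per well, received compound and, after 60 minutes, anti-CD3/anti-CD4 bead plus anti-CD28 stimulation. EGFP and DsRed were quantified after 18 hours.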
ATXN2 expr inh: inhibitors of ATXN2 expression; HEK-293 ATXN2-luciferase reporter, luminescence, 24 h; Potency, µM (top dose mostly 57 µM), for inactives: at the highest dose activity change, negative = inhibition, actives largely listed as inhibitors; 360,000 compounds, 0.72% hits; AID 1745845; further: potency means the concentration at half of the fitted maximal effect; on the % scale 0 is the no-effect control and ±100 the full control effect; nearly all actives have a fitted effect of over 55% in size
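ATXN2-luciferase reporter cells (luciferase flanked by upstream and downstream ATXN2 gene portions) were treated 24 h at 37 °C with compounds at up to 57 uM. SteadyGlo luminescence gave expression; GF-AFC fluorescence gave viability.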
The depositor's hits bear a star; i = inactive; ? = inconclusive; nt = not tested or not shown; [ ] = remark or other dose. Unless noted, the call rests on the fitted dose curve; in most records, active means well fitted curve in the direction sought with a large enough effect; inconclusive means small, poorly fitted or top-dose-only effect, or another doubt; inactive means no such curve, though single readings can be large; an effect the other way counts as inactive or inconclusive.

SMILES	Nrf2 block	HepG2 viability	A549 tox	Nrf2 ARE act	TGFb SMAD3 inh	EPAC2 ag	ATXN viability	IL-2 act	ATXN2 expr inh
O=C(N/N=C/c1ccccc1OC(=O)c1ccc2c(c1)OCO2)c1cccc(F)c1	?	-29%	-11%	0.1%	0%	16%	?	-2.5	0%
Cc1nc2ccc(NC(=O)Cc3cccc(F)c3)cc2s1	14%	-2%	4%	0.8%	-1%	5%	i	-2.6	36%
CCN(CC)CCSc1nnc2c3ccccc3n(CCc3ccccc3)c2n1	-8%	-12%	-21%	0.1%	-10%	6%	?	-4.5	nt
CC(C)(C)OC(=O)CNC(=O)c1nc[nH]c1C(=O)NCc1ccccc1	7%	2%	6%	2.5%	12%	9%	i	-3.7	-1%
CC(C)(C)C(=O)COC(=O)c1ccc(O)cc1	16%	2%	-2%	-0.8%	16%	-2%	i	-0.7	2%
Cn1nccc1NC(=O)c1nccnc1C(=O)O	16%	19%	1%	0.0%	0%	1%	i	0.1	nt
COc1cccc(CNC(=O)CCCCCNC(=O)N2CCn3c2nc2ccccc23)c1	3%	-5%	-1%	-0.5%	-1%	-5%	i	-5.0	4%
O=C(NC1CCCCC1)C1CCN(C(=O)NCc2ccccc2)CC1	2%	-10%	-5%	-0.9%	2%	5%	i	-1.6	1%
O=C(NCCN1C(=O)S/C(=C\c2ccc(Cl)c(Cl)c2)C1=O)c1cnccn1	-1%	4%	-1%	-0.7%	18%	9%	i	0.5	2%
O=C(CNC(=O)c1cccs1)NCC(=O)OCc1ccccc1Br	5%	-16%	3%	-0.6%	-5%	10%	i	-0.1	0%
O=C(CCC1CCCCC1)NNC(=O)NC12CC3CC(CC(C3)C1)C2	0%	0%	0%	-0.5%	?	-1%	i	-2.8	1%
CCOC(=O)CC(=O)CSc1nc(-c2ccccc2)cc(-c2ccccc2)c1C#N	-14%	-7%	-14%	2.4%	5%	2%	i	0.7	-15%
CC(C)Sc1ncc(Cl)c(C(=O)Nc2nc3ccc(S(C)(=O)=O)cc3s2)n1	-2%	-7%	?	0.2%	-11%	nt	i	nt	16%
O=C(CSc1cccc(C(F)(F)F)c1)Nc1ccc(N2CCOCC2)cc1	4%	-6%	19%	0.3%	-17%	-10%	i	-0.4	-22%
COc1ccccc1N(CC(=O)NCCSCc1ccc(C)cc1)S(=O)(=O)c1ccccc1	?	-18%	0%	-1.2%	-16%	12%	i	-0.8	?
c1ccc(Cn2nnc3c(N4CCC5(CC4)OCCO5)ncnc32)cc1	?	-3%	18%	1.2%	0%	-4%	i	-2.1	22%
COC(=O)c1sc(-c2ccccc2)cc1NC(=O)c1ccc(OC)cc1	8%	0%	-3%	7.3%	0%	-2%	i	1.9	nt
CCCCOC(=O)Nc1ccc(C(N)=O)cc1	?	7%	-2%	3.9%	24%	12%	i	-0.7	39%[activator]
CCc1ccccc1NC(=O)CSc1nc(C)c(C(=O)Nc2ccccc2)c(-c2ccc(Cl)cc2)c1C#N	2%	-4%	-3%	0.6%	-21%	nt	?	nt	1%
O=C(c1ccc(=O)[nH]c1)N1CCN(S(=O)(=O)c2ccccc2)CC1	6%	0%	8%	0.7%	-8%	5%	i	0.8	5%
CCn1c(SC(C)C)nnc1-c1cc(-c2ccccc2)sc1N	?	-24%	5%	2.3%	?	28%	i	0.3	-2%
Cc1ccc(O)c(-c2n[nH]c3c2C(c2ccc(F)cc2)N(Cc2ccco2)C3=O)c1 (centres undefined)	-1%	-106%	-10%	-0.9%	?	nt	?	nt	-30%
C[C@H]1CCC[C@@]2(O[C@H](CCO)C[C@@H](O)[C@@H]2O)O1	-5%	-13%	-1%	-0.6%	0%	9%	i	0.9	4%
Cc1ccc(NC(=O)Cn2c(=O)n(CCc3ccccc3)c(=O)c3c4c(sc32)CCCC4)cc1C	-1%	-3%	-3%	0.1%	-1%	nt	i	nt	-6%
CCN(CC)CCN(C(=O)c1ccc(C(=O)c2ccccc2)cc1)c1nc2ccc(OC)cc2s1	1%	-16%	7%	0.2%	-8%	8%	i	-1.7	12%
Cc1cccc(NC(=O)C[n+]2ccccc2)c1	-2%	8%	-1%	-1.4%	-1%	3%	?	1.7	-5%
COc1ccccc1-n1cnnc1SCC(=O)NC1CCCC1	-4%	-14%	-10%	0.2%	32%[activator]	7%	?	-0.9	nt
NNC(=O)c1sc(-c2ccccc2)cc1N	3%	1%	2%	3.4%	3%	-4%	nt	0.1	-2%
O=C(CSc1nnc(COc2ccc(F)cc2)o1)N1CCCCC1	12%	9%	0%	0.2%	9%	0%	i	-2.4	9%
O=C(NN=Cc1ccc([N+](=O)[O-])cc1)c1ccncc1	2%	10%	-3%	0.1%	13%	0%	i	-0.4	4%
COc1ccc(NC(=O)c2ccco2)cc1NC(=O)C(C)(C)Oc1ccc(Cl)cc1	21µM*	-21%	-23%	9.6%	?	nt	?	nt	?
Cc1ccc(NC(=O)NCc2c(C)nn(C)c2C)cc1Cl	?	-14%	8%	2.2%	-4%	11%	i	-0.4	53%[activator]
CC(=O)Nc1ccc(C(=O)OCC(=O)N(Cc2ccccc2)C(C)(C)C)cc1	-22%	7%	-13%	-0.4%	7%	-1%	i	-2.8	-3%
COC(CNC(=O)Cn1ncc2ccsc2c1=O)OC	4%	5%	-5%	-0.4%	15%	6%	i	-0.1	-28%
CC(=O)Nc1cccc(NC(=O)COc2ccc3c(c2)OCO3)c1	?	2%	9%	-1.1%	3%	10%	i	-0.3	35%
O=C(Nc1ccc2c(c1)N(Cc1ccccc1)C(=O)c1ccccc1S2)NC1CC1	?	-21%	?	2.3%	?	2%	i	0.3	-6%
CCCC(C)C(=O)N(Cc1ccccc1)c1ccccn1 (centres undefined)	-9%	0%	6%	-0.8%	4%	7%	i	-1.9	4%
O=C(CN1CCC(C(=O)c2ccc3c(c2)OCCO3)CC1)NC1CCCC1	-12%	-25%	1%	-0.1%	-4%	14%	i	-0.3	-6%
COCC(=O)Nc1ccc(S(=O)(=O)Nc2onc(C)c2C)cc1	nt	3%	nt	0.5%	0%	9%	?	1.6	nt
CCOC(=O)C1=C(C)N(C)C(=O)C1CC(=O)O (centres undefined)	7%	-36%	6%	-0.6%	3%	10%	i	-1.2	2%
CN(C)c1ccc(/C=N/NC(=O)c2ccc(-n3cnnn3)cc2)cc1	2%	23%	9%	0.7%	11%	3%	i	1.8	nt
CCOc1cc(C2NN=C(c3ccc(C)cc3)S2)ccc1O (centres undefined)	?	-13%	4%	10%	3%	6%	nt	0.1	57%[activator]
O=C(NCCO)C(=O)Nc1cc2c3c(c1)CCC(=O)N3CCC2	19%	-3%	-8%	-0.5%	4%	-3%	?	0.4	nt
COc1ccc(C)cc1NC(=O)C(c1ccccc1)N1CCN(CC(=O)N2CCCC2)CC1 (centres undefined)	3%	-10%	3%	0.5%	-1%	-4%	i	1.5	-10%
COc1ccc(-c2ccc(CCC(=O)O)n2-c2ccc(Cl)cc2C)cc1	-4%	-8%	-4%	16%	-16%	nt	i	nt	8%
O=C1c2cc([N+](=O)[O-])ccc2-c2cc(Br)c(N=C(NO)C(F)(F)F)cc21	10%	-109%	-4%	13%	0%	-13%	i	-4.3	0%
CC(CCc1ccccc1)NC(=O)CCC(=O)N1CCC(C(N)=O)CC1 (centres undefined)	-7%	-5%	-6%	-0.5%	-3%	16%	i	-0.1	-15%
CCOC(=O)c1cnn(-c2ccccc2)c1-n1cccc1C(=O)C(=O)Nc1ccccc1C(F)(F)F	nt	-4%	0%	0.1%	-8%	8%	i	-2.6	-11%
COc1ccccc1CNC(=O)CCc1c(C)nc2cc(-c3ccc(Cl)cc3)nn2c1C	-15%	-40%	2%	-2.7%	-6%	nt	i	nt	-18%
CNC(=O)OC(C)CNS(=O)(=O)c1ccc(C)cc1 (centres undefined)	1%	-2%	-2%	0.5%	0%	18%	i	-1.9	-2%

Quoted at random: 2 entries already listed, in no set order.
SMILES	Nrf2 block	HepG2 viability	A549 tox	Nrf2 ARE act	TGFb SMAD3 inh	EPAC2 ag	ATXN viability	IL-2 act	ATXN2 expr inh
CNC(=O)OC(C)CNS(=O)(=O)c1ccc(C)cc1 (centres undefined)	1%	-2%	-2%	0.5%	0%	18%	i	-1.9	-2%
COc1ccc(C)cc1NC(=O)C(c1ccccc1)N1CCN(CC(=O)N2CCCC2)CC1 (centres undefined)	3%	-10%	3%	0.5%	-1%	-4%	i	1.5	-10%

(listing goes on)
SMILES	Nrf2 block	HepG2 viability	A549 tox	Nrf2 ARE act	TGFb SMAD3 inh	EPAC2 ag	ATXN viability	IL-2 act	ATXN2 expr inh
COc1cccc(N2CCN(C(=O)CCCn3c(=O)[nH]c4ccc(Br)cc4c3=O)CC2)c1	-26%[9.27 µM]	-21%	-5%	-1.9%	?	nt	?	nt	?
CC(=O)Nc1ccc2c(c1)C(=O)c1ccccc1C2=O	?	-38%	1%	6.7%	-13%	11%	i	-0.9	32%
COCCNC(=O)/C(C#N)=C/c1cccc(NC(=O)c2ccccc2Cl)c1	6%	-79%	16%	14%	2%	1%	i	-1.9	3%
CC(C)CN(CCCNC(=O)c1cc(-c2cccs2)nc2ccccc12)CC(C)C	-18%[9.27 µM]	-4%	6%	0.2%	0%	nt	i	nt	6%
CC[n+]1c(/C=C/c2ccc(OC)c(OC)c2)ccc2ccccc21	?	1%	-19%	3.8%	26%	2%	i	1.0	nt
CCSCCCn1[nH]c2ccccc2c1=O	nt	-12%	nt	0.1%	15%	4%	i	0.1	9%
CC(=O)Oc1ccc(C(=O)O)c(OC(C)=O)c1	11%	4%	3%	0.1%	7%	-3%	i	1.7	-1%
